Growth percent in the NCI-60 one-dose screen (48 h, 10 µM unless noted): 100 = growth as untreated, 0 = no growth, -100 = all killed.
TK-10 = TK-10 renal cancer cells; hit rate 3.9% among 81,000; AID 1794769
RXF 393 = RXF 393 renal cancer cells. hit rate 6.9% among 77,000
UO-31 = UO-31 renal cancer. hit rate 5.2% among 81,000. AID 1794768
SN12C = SN12C renal cancer cells. hit rate 3.8% among 81,000
IGROV1 = IGROV1 ovarian cancer | hit rate 4.7% among 79,000 | AID 1794786
786-0 = 786-0 renal cancer cells | hit rate 5.1% among 81,000 | AID 1794775
ACHN = ACHN renal cancer; hit rate 4.9% among 81,000; AID 1794771
SK-OV-3 = SK-OV-3 ovarian cancer cells. hit rate 3.2% among 80,000. AID 1794785
An asterisk follows results filed as active. How the source made its calls: active means growth percent below 10; inactive means the rest.

How did O=C1Nc2ccc(Cl)cc2C12Nc1ccccc1S2 (centres undefined) do in these assays?
TK-10: 112.8; UO-31: 63.3; SN12C: 91.4; IGROV1: 73.5; 786-0: 106.4; ACHN: 87.9; SK-OV-3: 84.5

How did CC/C(=N\N=C(/CC)c1ccc(Cl)cc1)c1ccc(Cl)cc1 do in these assays?
TK-10: 107.6; RXF 393: 110.0; UO-31: 91.0; IGROV1: 90.8; 786-0: 100.4; ACHN: 104.0; SK-OV-3: 103.5

What do the screens show for `CCCCNC(=O)Oc1ccc(/C(=C(/C)Cc2ccc(OC)cc2)c2ccc(OCCN3CCCCCC3)cc2)cc1`?
TK-10: 83.1; RXF 393: 75.1; UO-31: 57.6; SN12C: 71.0; IGROV1: 92.3; 786-0: 76.3; ACHN: 102.4; SK-OV-3: 85.8

How did CCOC(=O)c1c(C)nc2c(c1N)CC(=O)N2CCc1ccc(OC)c(OC)c1 do in these assays?
TK-10: 95.9; RXF 393: 109.8; UO-31: 80.0; SN12C: 92.8; IGROV1: 101.5; 786-0: 55.4; ACHN: 95.5; SK-OV-3: 77.5

Results for O=C(CC1(O)C(=O)Nc2ccc(Br)cc21)c1ccccc1 (centres undefined) ?
TK-10: 112.0; RXF 393: 98.4; UO-31: 83.1; SN12C: 101.4; IGROV1: 106.7; 786-0: 102.9; ACHN: 98.9; SK-OV-3: 105.6

What do the screens show for `COc1ccc(/C=N/NC(=O)c2c(N)nn(C)c2Nc2ccccc2)cc1OCc1ccccc1`?
TK-10: 104.2; RXF 393: 80.3; UO-31: 71.6; SN12C: 99.1; IGROV1: 94.0; 786-0: 102.7; ACHN: 102.6; SK-OV-3: 104.1

What do the screens show for `CCC(O)CCC(CC)CC` (centres undefined)?
TK-10: 121.7; RXF 393: 121.0; UO-31: 72.4; SN12C: 103.0; IGROV1: 101.6; 786-0: 106.5; ACHN: 98.5; SK-OV-3: 106.1

How did COc1ccc(C2C3(C#N)C(N)=NC(=C(C#N)C#N)C23C#N)cc1OC (centres undefined) do in these assays?
TK-10: 113.9; RXF 393: 96.8; UO-31: 91.0; SN12C: 109.1; IGROV1: 112.9; 786-0: 99.5; ACHN: 105.9; SK-OV-3: 109.3

How did CC1(C)Cc2nnsc2C2=C1C(=O)CCS2 do in these assays?
TK-10: 107.3; RXF 393: 94.4; UO-31: 86.4; SN12C: 111.2; IGROV1: 106.4; 786-0: 106.4; ACHN: 102.2; SK-OV-3: 105.8

How did Cc1ccc(NC(=O)c2nc(S(C)=O)oc2-c2ccc(F)cc2)cc1Nc1ccc2ncn(C)c(=O)c2c1 (centres undefined) do in these assays?
TK-10: 123.9; RXF 393: 123.1; UO-31: 105.2; SN12C: 95.2; IGROV1: 97.7; 786-0: 106.3; ACHN: 96.8; SK-OV-3: 107.5

What do the screens show for `COc1ccc(/C=N/C2=C(C#N)C(c3ccc(N(C)C)cc3)c3c(ccc4ccccc34)O2)cc1` (centres undefined)?
TK-10: 141.3; RXF 393: 82.0; UO-31: 52.8; SN12C: 81.3; IGROV1: 56.5; 786-0: 102.9; ACHN: 89.2; SK-OV-3: 89.3

Results for Fc1ccc(C2Cn3nccc3N2)cc1 (centres undefined) ?
TK-10: 105.2; RXF 393: 117.9; UO-31: 89.3; SN12C: 104.8; IGROV1: 103.5; 786-0: 101.1; ACHN: 99.1

How did CCN(CC)C(=N)N do in these assays?
TK-10: 106.1; RXF 393: 122.7; UO-31: 89.9; SN12C: 118.3; IGROV1: 129.9; 786-0: 110.6; ACHN: 112.9; SK-OV-3: 112.4

What do the screens show for `O=c1ccccc(-c2ccc(-c3ccco3)cc2)c1O`?
TK-10: 33.5; RXF 393: 43.9; UO-31: -12.2*; SN12C: 11.3; IGROV1: 12.9; 786-0: 10.6; ACHN: 9.2*; SK-OV-3: 18.2

How did Clc1ccccc1Cn1cc(CSc2nc3ccccc3s2)nn1 do in these assays?
TK-10: 96.9; RXF 393: 93.2; UO-31: 89.6; SN12C: 97.0; IGROV1: 93.3; 786-0: 106.6; ACHN: 98.7; SK-OV-3: 106.2

Results for C=C1CCC2C3(C)COC(c4ccc(OC)cc4Br)OC3CCC2(C)C1/C=C/C1=CCOC1=O (centres undefined) ?
TK-10: 83.9; RXF 393: 90.0; UO-31: 54.2; SN12C: 79.8; IGROV1: 79.8; 786-0: 77.6; ACHN: 81.1; SK-OV-3: 97.5

How did COc1ccc(-n2c(Cn3nc(C)cc3C)nnc2SCC(=O)Nc2ccc(S(N)(=O)=O)cc2)cc1 do in these assays?
TK-10: 93.5; RXF 393: 119.5; UO-31: 95.1; SN12C: 100.0; IGROV1: 105.6; 786-0: 99.6; ACHN: 112.8; SK-OV-3: 98.5

How did c1cc(Cc2ccsc2)cs1 do in these assays?
TK-10: 93.0; RXF 393: 114.5; UO-31: 94.3; SN12C: 116.2; IGROV1: 101.5; 786-0: 101.0; ACHN: 109.8; SK-OV-3: 101.9

What do the screens show for `CC(C)CS(=O)(=O)c1ncnc2nc[nH]c12`?
TK-10: 94.8; RXF 393: 109.4; UO-31: 81.2; SN12C: 107.6; IGROV1: 104.4; 786-0: 98.3; ACHN: 112.0; SK-OV-3: 99.9

What do the screens show for `O/N=C(/CCc1ccccc1)c1ccccc1`?
TK-10: 104.6; RXF 393: 101.1; UO-31: 89.5; SN12C: 102.0; IGROV1: 98.8; 786-0: 103.6; ACHN: 100.3; SK-OV-3: 109.8

Next section (five carried over from the part before).
Results for C=C1CCC2C3(C)COC(c4ccc(OC)cc4Br)OC3CCC2(C)C1/C=C/C1=CCOC1=O (centres undefined) ?
TK-10: 83.9; RXF 393: 90.0; UO-31: 54.2; SN12C: 79.8; IGROV1: 79.8; 786-0: 77.6; ACHN: 81.1; SK-OV-3: 97.5

How did COc1ccc(-n2c(Cn3nc(C)cc3C)nnc2SCC(=O)Nc2ccc(S(N)(=O)=O)cc2)cc1 do in these assays?
TK-10: 93.5; RXF 393: 119.5; UO-31: 95.1; SN12C: 100.0; IGROV1: 105.6; 786-0: 99.6; ACHN: 112.8; SK-OV-3: 98.5

How did c1cc(Cc2ccsc2)cs1 do in these assays?
TK-10: 93.0; RXF 393: 114.5; UO-31: 94.3; SN12C: 116.2; IGROV1: 101.5; 786-0: 101.0; ACHN: 109.8; SK-OV-3: 101.9

What do the screens show for `CC(C)CS(=O)(=O)c1ncnc2nc[nH]c12`?
TK-10: 94.8; RXF 393: 109.4; UO-31: 81.2; SN12C: 107.6; IGROV1: 104.4; 786-0: 98.3; ACHN: 112.0; SK-OV-3: 99.9

What do the screens show for `O/N=C(/CCc1ccccc1)c1ccccc1`?
TK-10: 104.6; RXF 393: 101.1; UO-31: 89.5; SN12C: 102.0; IGROV1: 98.8; 786-0: 103.6; ACHN: 100.3; SK-OV-3: 109.8

Results for Cn1cc(-c2cc3nc(-c4cn(C)c5ncc(Br)cc45)cc(N)n3n2)c2cc(Cl)ccc21 ?
TK-10: -94.9*; RXF 393: -64.4*; UO-31: -87.8*; SN12C: -87.9*; IGROV1: -73.1*; 786-0: -65.3*; ACHN: -100.0*; SK-OV-3: -69.2*

Results for COc1ccc2nc(CCC(=O)Nc3ccccc3)c(CC(=O)Nc3ccccc3)cc2c1 ?
TK-10: 109.1; RXF 393: 97.7; UO-31: 98.1; SN12C: 102.3; IGROV1: 102.8; 786-0: 89.5; ACHN: 102.7; SK-OV-3: 101.0

Results for Cc1c(Cl)cccc1NCN1C(=O)c2ccccc2C1=O ?
TK-10: 114.4; RXF 393: 107.3; UO-31: 82.8; SN12C: 112.2; IGROV1: 115.6; 786-0: 103.4; ACHN: 104.9; SK-OV-3: 106.1

Results for CCc1cccc(CC)c1NC(=O)OCCN(CC)CC ?
TK-10: 108.9; RXF 393: 122.2; UO-31: 87.8; SN12C: 95.0; IGROV1: 103.3; 786-0: 104.9; ACHN: 106.7; SK-OV-3: 99.4

How did Nc1nc(N)nc(Cn2c(-c3nonc3N)nc3ccccc32)n1 do in these assays?
TK-10: 107.2; RXF 393: 101.3; UO-31: 88.8; SN12C: 100.5; IGROV1: 103.7; 786-0: 96.2; ACHN: 106.7; SK-OV-3: 103.5

What do the screens show for `CCCCCCCCOC(=O)C(C)OC(=O)OCCOCCOC(=O)OC(C)C(=O)OCCCCCCCC` (centres undefined)?
TK-10: 114.9; RXF 393: 110.5; UO-31: 87.5; SN12C: 99.3; IGROV1: 104.4; 786-0: 104.5; ACHN: 98.8; SK-OV-3: 102.6

How did O=C(N=Nc1c(O)n(Cc2ccc(F)cc2)c2ccccc12)Nc1ccc(Cl)cc1 do in these assays?
TK-10: 111.2; RXF 393: 101.0; UO-31: 74.8; SN12C: 91.9; 786-0: 97.0; ACHN: 95.4; SK-OV-3: 95.8

Results for C[N+]1(C)CCCC(C#CC[N+]2(C)CCOCC2)C1 (centres undefined) ?
RXF 393: 112.1; UO-31: 97.7; SN12C: 118.9; IGROV1: 105.9; 786-0: 96.3; ACHN: 101.5; SK-OV-3: 82.6

What do the screens show for `O=C1NC(=O)[C@H](CC(=O)n2cnc3ccccc32)N1`?
TK-10: 97.6; RXF 393: 97.0; UO-31: 71.3; SN12C: 96.6; IGROV1: 106.3; 786-0: 103.5; ACHN: 95.4; SK-OV-3: 103.4

Results for Cc1nn(-c2nc(-c3ccccc3)c(C#N)c(=O)n2C)c(C)c1N=Nc1ccc(C(=O)O)cc1 ?
TK-10: 131.0; RXF 393: 77.6; UO-31: 87.5; SN12C: 100.8; IGROV1: 86.7; 786-0: 102.3; ACHN: 93.5; SK-OV-3: 87.3

What do the screens show for `CCC(COC(=O)c1ccccc1)NC1CCCC1` (centres undefined)?
TK-10: 105.6; RXF 393: 106.1; UO-31: 89.0; SN12C: 114.9; IGROV1: 107.4; 786-0: 101.3; ACHN: 109.7; SK-OV-3: 101.4

Results for Cc1cnc2c(N)cc(C)c(C)c2c1 ?
TK-10: 133.1; RXF 393: 116.3; UO-31: 84.3; SN12C: 100.0; IGROV1: 96.4; 786-0: 103.2; ACHN: 110.5; SK-OV-3: 107.9

What do the screens show for `COc1cc(Nc2cc(O)c3c(=O)cc(-c4ccccc4)oc3c2)cc(OC)c1`?
TK-10: 44.0; UO-31: 40.3; SN12C: 44.3; IGROV1: 42.1; 786-0: 45.4; ACHN: 48.3; SK-OV-3: 35.9

How did CN(C)C=NCCc1ccccc1 do in these assays?
TK-10: 102.2; RXF 393: 105.1; UO-31: 84.2; SN12C: 104.6; IGROV1: 99.7; 786-0: 98.8; ACHN: 103.4; SK-OV-3: 98.6

Results for CSc1nnc(CN2CCN(c3cc4c(cc3F)c(=O)c(C(=O)O)cn4C3CC3)CC2)o1 ?
TK-10: 92.1; RXF 393: 110.7; UO-31: 92.6; SN12C: 95.6; IGROV1: 108.9; 786-0: 91.2; ACHN: 104.0; SK-OV-3: 99.6

How did O=C1NC(=O)/C(=C/c2cc3ccccc3nc2Cl)S1 do in these assays?
TK-10: 90.9; RXF 393: 95.9; UO-31: 72.1; SN12C: 92.6; IGROV1: 101.9; 786-0: 83.8; ACHN: 88.4; SK-OV-3: 77.9

Results for O=C1/C(=C/c2c(Cl)cccc2Cl)CN(S(=O)(=O)c2ccccc2)C/C1=C\c1c(Cl)cccc1Cl ?
TK-10: 101.0; RXF 393: 95.3; UO-31: 73.7; SN12C: 86.3; IGROV1: 100.4; 786-0: 93.0; ACHN: 76.3; SK-OV-3: 91.9

What do the screens show for `N#C/C(=C\c1ccc(F)cc1)c1nc(N)nc(Nc2ccc(S(N)(=O)=O)cc2)n1`?
TK-10: 131.9; RXF 393: 105.1; UO-31: 85.3; SN12C: 103.4; IGROV1: 90.7; 786-0: 99.2; ACHN: 99.1; SK-OV-3: 100.1

How did CN(C)c1ccc(C(O)c2cc3ccccc3s2)cc1 (centres undefined) do in these assays?
TK-10: 89.5; RXF 393: 93.6; UO-31: 71.1; SN12C: 91.8; IGROV1: 77.0; 786-0: 95.8; ACHN: 94.7; SK-OV-3: 99.0

Results for CCOC(=O)c1c(C)[nH]c(/C=N/NC(N)=O)c1C ?
TK-10: 94.6; RXF 393: 109.1; UO-31: 93.4; SN12C: 99.1; IGROV1: 106.1; 786-0: 103.8; ACHN: 103.5; SK-OV-3: 86.6

What do the screens show for `CC1(C)S[C@@H]2[C@H](NC(=O)COc3ccccc3)C(=O)N2[C@H]1C(=O)O`?
TK-10: 102.7; RXF 393: 118.7; SN12C: 99.3; 786-0: 96.3; ACHN: 96.9; SK-OV-3: 107.0

What do the screens show for `Cc1ccc(/C=C/C(=O)c2ccc(NC(=O)CSc3nnc(-c4c[nH]c5ccccc45)n3-c3ccccc3)cc2)c(C)c1`?
TK-10: 73.4; UO-31: 65.9; SN12C: 27.1; IGROV1: 66.8; 786-0: 65.8; ACHN: 59.5; SK-OV-3: 105.6

How did CCOP(=O)(OCC)c1nc(-c2ccccc2)oc1NCc1cccnc1 do in these assays?
TK-10: 100.9; RXF 393: 109.9; UO-31: 89.7; SN12C: 103.1; IGROV1: 100.3; 786-0: 103.7; ACHN: 103.4; SK-OV-3: 106.0

How did O=c1[nH]c2c3ccncc3cc(-c3cccc(Cl)c3)c2c2cnccc12 do in these assays?
TK-10: 0.3*; RXF 393: -16.5*; UO-31: 30.6; SN12C: 57.1; IGROV1: 70.9; 786-0: 17.4; ACHN: 17.2; SK-OV-3: 51.9

Assay outcomes as filed in PubChem.
